# ATXN2 expr inh – reduces ATXN2 reporter expression in HEK-293 cells; actives 0.72% (n = 360,000); HEK-293 ATXN2-luciferase reporter, luminescence, 24 h; Potency, µM (highest dose often 57 µM), for inactives: at the highest dose activity change, negative = inhibition, hits mostly inhibitors; further: potency means the concentration at half of the fitted maximal effect; on the % scale 0 is the no-effect control and ±100 the full control effect; nearly all actives have a fitted effect of over 55% in size
#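 ATXN2-luciferase reporter cells (luciferase flanked by upstream and downstream ATXN2 gene portions) were treated 24 h at 37 °C with compounds at up to 57 uM. SteadyGlo luminescence gave expression; GF-AFC fluorescence gave viability.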
# MCF10A rerep – inducers of DNA re-replication in MCF 10A breast cells; MCF 10A DNA re-replication, Hoechst nuclear intensity, 48 h; Potency, µM (doses to about 46.1 µM), for the others: top-dose activity, positive = re-replication, hits mostly activators; actives 2.9% (n = 350,000); AID 624296; further: potency means the concentration at half of the fitted maximal effect; % of control where 0% means no effect; nearly all actives have a fitted effect of over 50% in size
# HT1080 IDH1KD tx – kills HT-1080 cells with IDH1 knockdown. HT-1080 IDH1 knockdown viability, ATP luminescence, 48 h. Potency, µM (titrated, usually from 46.1 µM), for the others: top-dose activity, negative = toxicity, hits mostly cytotoxic. actives 2% (n = 360,000). AID 686971;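 further: potency means the concentration at half of the fitted maximal effect; 0% = DMSO wells and -100% = cell-free medium wells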
#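 IDH1KD HT-1080 cells, 750/well, RPMI + 5% FBS; compound pinned after 2 h settling; 48 h, 37 °C; CellTiter-Glo luminescence; % activity normalised to DMSO and no-cell wells; curves fitted, classed by r2 and efficacy.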
# WRN inhibitor – blocks human WRN helicase; Potency, µM (series often up to 114 µM), without a hit: at the top dose activity change, negative = inhibition, usual class: inhibitors; actives 0.46% (n = 360,000); AID 651768; Q14191; WRN helicase unwinding, fluorescent forked duplex, kinetic; further: potency means the concentration at half of the fitted maximal effect; on the % scale 0 is the no-effect control and ±100 the full control effect; nearly all actives have a fitted effect of over 55% in size
# Target sequence (Q14191 whole entry, looked up): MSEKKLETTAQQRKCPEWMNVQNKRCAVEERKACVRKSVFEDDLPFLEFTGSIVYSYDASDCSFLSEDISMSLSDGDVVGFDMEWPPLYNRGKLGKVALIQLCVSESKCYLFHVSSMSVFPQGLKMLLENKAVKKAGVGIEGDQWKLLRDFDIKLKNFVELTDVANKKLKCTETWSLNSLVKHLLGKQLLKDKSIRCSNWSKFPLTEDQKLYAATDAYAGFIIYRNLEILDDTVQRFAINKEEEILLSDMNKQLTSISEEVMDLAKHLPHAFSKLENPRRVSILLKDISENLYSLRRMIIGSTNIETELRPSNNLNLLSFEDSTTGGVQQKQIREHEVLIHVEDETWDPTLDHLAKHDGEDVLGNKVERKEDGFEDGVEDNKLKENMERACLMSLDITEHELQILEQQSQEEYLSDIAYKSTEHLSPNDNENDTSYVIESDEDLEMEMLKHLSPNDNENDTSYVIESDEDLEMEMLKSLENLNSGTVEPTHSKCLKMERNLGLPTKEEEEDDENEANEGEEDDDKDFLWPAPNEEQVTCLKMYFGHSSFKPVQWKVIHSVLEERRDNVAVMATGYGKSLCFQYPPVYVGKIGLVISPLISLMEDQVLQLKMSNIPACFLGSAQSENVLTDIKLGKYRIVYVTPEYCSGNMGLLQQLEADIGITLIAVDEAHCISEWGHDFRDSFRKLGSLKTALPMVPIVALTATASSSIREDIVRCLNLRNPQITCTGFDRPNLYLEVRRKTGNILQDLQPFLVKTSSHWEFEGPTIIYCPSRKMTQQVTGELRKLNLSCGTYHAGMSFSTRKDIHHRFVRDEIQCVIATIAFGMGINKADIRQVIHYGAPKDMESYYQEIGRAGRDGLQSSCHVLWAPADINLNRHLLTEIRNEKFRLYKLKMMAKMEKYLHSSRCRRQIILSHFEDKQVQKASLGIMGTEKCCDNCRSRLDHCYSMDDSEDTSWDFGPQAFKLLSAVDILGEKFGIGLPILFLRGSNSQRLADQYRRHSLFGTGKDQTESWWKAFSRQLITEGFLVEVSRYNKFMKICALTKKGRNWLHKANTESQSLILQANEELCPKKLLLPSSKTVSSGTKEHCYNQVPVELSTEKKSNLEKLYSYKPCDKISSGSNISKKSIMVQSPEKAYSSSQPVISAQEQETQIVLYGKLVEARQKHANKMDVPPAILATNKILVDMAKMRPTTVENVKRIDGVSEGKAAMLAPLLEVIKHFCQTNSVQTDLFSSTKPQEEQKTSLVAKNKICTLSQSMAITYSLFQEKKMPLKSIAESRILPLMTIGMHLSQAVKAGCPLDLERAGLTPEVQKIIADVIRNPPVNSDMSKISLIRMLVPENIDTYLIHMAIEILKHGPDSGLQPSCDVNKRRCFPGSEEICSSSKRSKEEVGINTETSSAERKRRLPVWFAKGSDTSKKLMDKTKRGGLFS
#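 WRN at 20 nM final was preincubated with compound for 15 min at room temperature; reaction started with 100 nM forked duplex oligonucleotide carrying fluorophore and quencher plus 2 mM ATP (final). Unwinding followed kinetically by red fluorescence (ex 525/em 598 nm).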
# SW480 rereplic – induces DNA re-replication in SW480 colon adenocarcinoma cells; Potency, µM (doses to about 46.1 µM), for inactives: at the top dose re-replication activation, most hits filed as activators; SW480 DNA re-replication, Hoechst DNA content imaging, 48 h; actives 1.8% (n = 340,000); further: potency means the concentration at half of the fitted maximal effect; % of control where 0% means no effect; nearly all actives have a fitted effect of over 55% in size
#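 Compounds, transferred as 23 nL by pin tool, were incubated with cells for 48 hr; DNA content per nucleus was then quantified by Hoechst staining and fluorescence plate imaging.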
# IL-1B inflam inh – inhibitors of inflammasome signaling (IL-1 beta secretion) | actives 4.7% (n = 360,000) | activity change, % at 57.5 µM | THP-1 LPS/ATP IL-1B secretion, AlphaLISA, 16 h; hits give low values; in the data active means activity change below about -50%; inconclusive means mostly about -30% to -49%; further: on the % scale 0 is the no-effect control and ±100 the full control effect
#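 Secreted IL-1B measured by AlphaLISA bead assay after 16 h compound exposure of THP-1 cells; compounds (final up to 57.5 uM) added 1 h before LPS (250 ng/mL) and ATP (1.25 mM) stimulation; lower signal means less secretion.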
# KB-V1 MDR tox – kills drug-selected multidrug resistant KB-V1 cells; KB-V1 MDR cells viability, CellTiter-Glo, 72 h; Potency, µM (series often up to 46.1 µM), for inactives: at the highest dose activity change, negative = cytotoxicity, hits mostly cytotoxic; actives 3.4% (n = 400,000); further: potency means the concentration at half of the fitted maximal effect; on the % scale 0 is the no-effect control and ±100 the full control effect; nearly all actives have a fitted effect of over 60% in size
#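 Luminescent ATP read-out (CellTiter-Glo, 10 min) measures survival of drug-selected KB-V1 MDR cells after 72 h, 37 degrees C compound exposure. Medium: phenol-red-free DMEM, 10% FBS. Values from fitted concentration-response curves.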
# HT1080NT lethal – kills 2HG-producing HT-1080-NT fibrosarcoma cells. AID 686970. HT-1080-NT fibrosarcoma viability, CellTiter-Glo ATP luminescence, 48 h. actives 1.6% (n = 360,000). Potency, µM (doses to about 46.1 µM), inactives show at the top dose activity, negative = less viability, hits mostly cytotoxic;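 further: NT is the 2HG producing partner of a matched IDH1 knockdown line; potency means the concentration at half of the fitted maximal effect; 0% = DMSO-treated cells and -100% = media-only wells without cells; nearly all actives have a fitted effect of over 55% in size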
#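 Read-out is CellTiter-Glo luminescence after 10 minutes at room temperature, following 48 hours' compound treatment of HT-1080-NT cells (750 cells/well, RPMI, 5% FBS, 37 degrees C).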
# KB-3-1 tox – KB-3-1 parental cell cytotoxicity; KB-3-1 viability, CellTiter-Glo ATP luminescence, 72 h; Potency, µM (titrated, usually from 46.1 µM), for the others: at the top dose activity change, negative = cytotoxic, hits mostly cytotoxic; actives 1.4% (n = 400,000); AID 1347075; further: potency means the concentration at half of the fitted maximal effect; on the % scale 0 is the no-effect control and ±100 the full control effect; nearly all actives have a fitted effect of over 60% in size
#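 KB-3-1 parental drug-naive adenocarcinoma cells in DMEM/10% FBS, incubated 72 h at 37 C with pin-transferred compounds across a concentration series. Viability by CellTiter-Glo luminescence; concentration-response curves fitted after normalization.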
# An asterisk follows results filed as active; ? = inconclusive; / = no result given; [ ] = dose if it differs, or a comment. Unless noted, the call rests on the fitted dose curve; in most records, active means well fitted curve in the direction sought with a large enough effect; inconclusive means small, poorly fitted or top-dose-only effect, or another doubt; inactive means no such curve, though single readings can be large; an effect the other way counts as inactive or inconclusive.
SMILES,ATXN2 expr inh,MCF10A rerep,HT1080 IDH1KD tx,WRN inhibitor,SW480 rereplic,IL-1B inflam inh,KB-V1 MDR tox,HT1080NT lethal,KB-3-1 tox
Oc1ccc(C[C@H]2CNC(=S)N2CC2CCCN2C[C@H](Cc2ccc(O)cc2)N2C[C@H](Cc3ccc(O)cc3)N(CC3CCCCC3)C2=S)cc1 (some centres not stated),0%,12µM*,?,2%,?,0,0%,16µM*,?
Cc1ccc(S(=O)(=O)N2C[C@@H](C)[C@]3(C2)[C@H](O)[C@H](OC(=O)NCc2ccccc2F)C[C@H]2C(=O)N(c4ccccc4)C(=O)[C@H]23)cc1,-3%,/,-12%,-7%,/,0,-8%,-9%,-17%
CCOCCCNC(=O)c1cn(C)c(=O)c2cc(OC)c(OC)cc12,-8%,0%,-4%,13%[57.1 µM],-8%,-6,-5%,-16%,-2%
FC(F)(F)c1cccc(Nc2nc(N3CCCC3)nc(N3CCCC3)n2)c1,10%,-45%[inhibitor],19%,-5%,-39%,39,?,18%,-2%
CCOC(=O)CNC(=O)CSc1nc(N)cc(N)n1,1%,7%,1%,0%,-13%,12,6%,0%,-2%
O=C(c1ccc(C(F)(F)F)cc1)N(CCCn1ccnc1)C(c1ccccn1)c1nc2ccccc2[nH]1 (configuration not stated),17%,/,5%,-4%,/,28,0%,3%,0%
O=C(O)COc1ccccc1C1C2C(=O)N(c3ccc(F)cc3)C(=O)C2ON1c1ccccc1 (configuration not stated),0%,-4%,26%,3%,1%,58,?,15%,0%
O=C(Cn1cnc2c(oc3ccccc32)c1=O)c1ccccc1,83%[activator],10%,-1%,6%,-3%,-7,-3%,-5%,2%
CCOc1ccc(Br)cc1S(=O)(=O)N1CC(C)OC(C)C1 (configuration not stated),8%,2%,4%,-9%,-6%,13,-13%,1%,-4%
Cc1c(Cl)cccc1NC(=S)NCCc1ccc(C(F)(F)F)cc1,-16%,?,?,-17%,3%,-102*,?,?,-14%
COc1ccc(C)cc1S(=O)(=O)NC1CC1,0%,0%,8%,-10%,2%,5,-1%,4%,20%
Cc1ccc(S(=O)(=O)NC(=O)c2ccccc2F)cc1,5%,6%,-2%,7%,4%,7,9%,2%,-3%
CCN(C(=O)c1cnc(N2CCN(c3ncccn3)CC2)c2ccccc12)c1cccc(Cl)c1,-33%,?,?,-1%[57.1 µM],?,-65*,?,-20%,?
CC(=O)Nc1cccc(Oc2ccc3c(c2)C(=O)N(CCC(=O)O)C3=O)c1,-6%,-3%,4%,-13%,-6%,11,?,22%,6%
O=C(Nc1ccccc1C(=O)Nc1ccccc1)c1ccccc1Br,-6%,1%,-19%,-2%,-5%,33,?,-15%,-2%
CCNC(=S)N(CCO)Cc1cc2cc3c(cc2[nH]c1=O)OCO3,/,-6%,-1%,-1%,-5%,-13,22%,0%,4%
Cc1ccc(S(=O)(=O)N2CCOCC2)cc1NC(=O)COC(=O)CNC(=O)c1ccccc1,5%,-3%,7%,5%,?,2,4%,-1%,-6%
Cc1cccc(Cl)c1NC(=O)N1CCCN(c2ncccc2[N+](=O)[O-])CC1,-19%,-7%,8%,-32%,-3%,4,-7%,20%,0%
C[C@@H]1CN([C@@H](C)CO)S(=O)(=O)c2ccc(/C=C/c3ccccc3)cc2O[C@@H]1CN(C)Cc1ccc(C(=O)O)cc1,?,/,-14%,-10%,/,15,0%,-4%,8%
S=C1NCN(Cc2ccco2)CN1Cc1ccco1,-16%,1%,0%,3%,0%,13,?,1%,9%
C=CCn1c(SCC(=O)NCc2ccc3c(c2)OCO3)nc2scc(-c3ccccc3)c2c1=O,2%,19%,-6%,7%,-4%,?,?,-16%,6%
COc1cc(SC)ccc1C(=O)Nc1nccs1,-18%,?,-11%,-6%,?,0,-13%,-3%,5%
CC(=O)c1sc(NC(=O)CCN2C(=O)C3CC=CCC3C2=O)nc1-c1ccccc1 (configuration not stated),9%,0%,2%,1%,-10%,27,-10%,0%,4%
COc1cc(NC(=O)CS(=O)(=O)c2ccccc2)cc(OC)c1OC,0%,-3%,15%,0%,-1%,-8,0%,9%,12%
CCc1ccccc1N(CC(=O)NC1CCCCC1)C(=O)CCCC(=O)Nc1ccccn1,-4%,0%,-7%,1%,2%,14,?,-5%,-12%
# Other records.
SMILES,ATXN2 expr inh,MCF10A rerep,HT1080 IDH1KD tx,WRN inhibitor,SW480 rereplic,IL-1B inflam inh,KB-V1 MDR tox,HT1080NT lethal,KB-3-1 tox
O=C1NC(=Nc2ccccc2)S/C1=C/c1cccnc1,-7%,0%,14%,6%,0%,-7,7%,24%,17%
CCCS(=O)(=O)N1CCN(C2CCC(C)CC2)CC1 (configuration not stated),-9%,4%,13%,-19%,-3%,11,-17%,24%,6%
Cc1ccc(CCNC(=O)C2CC(=O)N(CCc3ccccc3)C2)cc1 (configuration not stated),-5%,-1%,11%,-9%,1%,-5,0%,-4%,-1%
CC[n+]1ccc(C(=O)NCc2ccccc2)cc1,8%,3%,-1%,-10%,-5%,-12,3%,-2%,-8%
O=C(CCC1CCCN(Cc2ccc(O)c(Cl)c2)C1)NCc1ccccc1F (configuration not stated),5%,11%,-17%,9%,2%,24,?,-8%,-3%
O=C(Cc1ccc2c(c1)OCO2)NN=Cc1ccc([N+](=O)[O-])o1,?,?,-21%,-22%,18µM*,-61*,23µM*,-12%,0%
CN(CC(=O)Nc1ccc(N2CCOCC2)cc1)Cc1c(O)ccc2ccccc12,-16%,5%,-19%,?,-7%,-2,2%,-13%,16%
CCCCCC(O)(CCN1CCCCC1)c1ccccc1 (configuration not stated),/,-3%,5%,-1%,-1%,2,12%,7%,0%
Nc1cc([N+](=O)[O-])ccc1N1C(=O)CCCC1=O,/,0%,-5%,-12%,-2%,-5,-3%,0%,10%
Cc1ccc(-n2c(SCC(=O)N3c4ccccc4Sc4ccccc43)nnc2-c2ccncc2)cc1,-1%,-1%,18%,-4%,/,-10,?,14%,?
COc1ccccc1-c1nc(=S)c(C(C)=O)c(C)[nH]1,-12%,0%,4%,-4%,-7%,17,20%,-8%,13%
O=S(=O)(Nc1ccc(Cc2ccncc2)cc1)c1ccc(Cl)s1,1%,?,-10%,-14%,-1%,19,-8%,-3%,-2%
CCOC(=O)c1c(C)sc2c1N(C(=O)CN1CCOCC1)c1cc(Cl)ccc1S2,-22%,20%,?,-14%,6%,-27,?,?,?
CCCCCCn1c(=O)n2n(c1=O)[C@@H]1CN(S(=O)(=O)c3ccc(C)cc3)C[C@]1(O)[C@@H](OC(=O)Nc1c(C)noc1C)C2,1%,/,-3%,4%,/,-5,18%,-1%,-5%
Cc1ccc(OCC(O)Cn2c(=N)n(CCN3CCOCC3)c3ccccc32)cc1 (configuration not stated),-11%,13%,-13%,2%[57.1 µM],-1%,?,15%,-21%,9%
CC(Oc1ccccc1F)C(=O)Nc1ccc2ccccc2c1 (configuration not stated),46%[activator],?,?,0%,1%,15,?,-26%,12µM*
Cc1ccc(S(=O)(=O)Cn2nnnc2CN2CCN(Cc3ccc4c(c3)OCO4)CC2)cc1,3%,-4%,-6%,1%,1%,-26,-6%,-7%,5%
COc1ccc(OC)c(N(CC(=O)N2CCCC2)S(C)(=O)=O)c1,/,6%,-4%,4%,-3%,-17,-29%,-1%,-12%
COc1ccccc1N(Cc1cc(=O)[nH]c2ccccc12)C(=O)C(C)C,/,?,0%,-3%,1%,45,-3%,1%,7%
O=C(c1cccc(Br)c1)N1CCN(C(=O)N2CCOCC2)CC1,7%,24%,19%,-3%,1%,-13,13%,10%,0%
O=C(N[C@H](Cc1cc(=O)[nH]c2ccccc12)C(=O)O)c1ccc(Cl)cc1,12%,3%,-1%,11%,-6%,-15,-3%,2%,-6%
CCCNCc1nnc(-c2ccccc2Cl)o1,22%,1%,?,5%,5%,-10,5%,21%,-1%
CCC(=O)Nc1ccc2nc(C)n(CC(=O)Nc3ccccc3)c(=O)c2c1,2%,?,-8%,-21%,?,-17,-3%,-19%,0%
Cc1noc(C)c1COC(=O)c1cccc(S(=O)(=O)N2CCOCC2)c1,9%,2%,-7%,2%,1%,5,-17%,-10%,-1%
O=C1/C(=C/c2ccc(F)cc2)SC(=S)N1N1CCOCC1,2%,0%,12%,0%,-4%,-10,?,2%,8%
CCOc1ccc2nc(SCC(=O)Nc3cc(C)on3)c(C)cc2c1,-23%,?,-14%,-27%,?,14,?,-10%,17%
CCOCCCNC(=O)C1(O)c2cc(Br)ccc2NC(=O)N1c1ccc(OCC)cc1 (configuration not stated),-10%,13%,-9%,4%,-16%,5,-8%,1%,0%
C=CCSc1nnc(C)n1-c1ccc(Cl)cc1,-2%,8%,3%,-4%,0%,0,1%,5%,12%
CCN(CC(=O)NCc1ccc(Cl)cc1)C(=O)CCC(=O)c1ccc(F)cc1,-10%,5%,-1%,-4%,0%,-4,-4%,1%,13%
CC1(C(=O)NS(=O)(=O)c2ccc(F)cc2F)CCN1C(=O)c1ccco1 (configuration not stated),4%,/,4%,0%,/,-17,4%,11%,0%

# Assay outcomes: PubChem BioAssay, National Center for Advancing Translational Sciences (NCATS)

# Random draw from the library, and some 12% of all compounds hit somewhere here.
